ROMK primary – modulators of human ROMK potassium channel. B-score at 10 µM. P48048. Tet-inducible ROMK, thallium flux fluorescence; actives lie on both sides. AID 1918. 130,000 tested, 2% active;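 active means signal ratio slope over the read window, or its plate-corrected B-score, at least 3 SD from the plate mean, either direction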;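 further: B-score of the F/F0 ratio slope over 7 to 12 s after thallium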
PPARg SRC-3 ag – promotes SRC-3 coactivator recruitment by human PPARgamma; P37231; biochemical PPARgamma/SRC-3 coactivator recruitment assay; activation, % at 8 µM; 200,000 tested, 0.26% active; in the data active means activation above about 23%;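 further: 0% = DMSO and 100% = reference agonist; some compounds past the cut are filed as inactive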
Target sequence (P37231 whole entry, looked up): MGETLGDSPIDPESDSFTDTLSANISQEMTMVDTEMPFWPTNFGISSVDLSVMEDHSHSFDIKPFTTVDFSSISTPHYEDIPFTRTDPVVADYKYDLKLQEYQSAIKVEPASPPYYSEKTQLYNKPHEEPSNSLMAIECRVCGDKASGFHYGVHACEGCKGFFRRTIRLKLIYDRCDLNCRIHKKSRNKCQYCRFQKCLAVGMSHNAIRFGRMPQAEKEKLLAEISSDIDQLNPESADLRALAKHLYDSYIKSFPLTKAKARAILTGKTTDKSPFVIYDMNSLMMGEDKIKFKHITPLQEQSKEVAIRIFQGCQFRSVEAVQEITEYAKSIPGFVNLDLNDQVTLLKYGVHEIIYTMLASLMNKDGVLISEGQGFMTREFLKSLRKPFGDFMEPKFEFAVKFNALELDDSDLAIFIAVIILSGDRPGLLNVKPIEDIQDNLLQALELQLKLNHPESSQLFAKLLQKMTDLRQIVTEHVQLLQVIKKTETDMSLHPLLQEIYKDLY
DTT redox prof – compounds producing H2O2 with reducing agent – biochemical, NIH compound library profiling, artefact control for MLSCN library redox annotation, primary screen; 200,000 tested, 0.03% active; AID 878; DTT-dependent redox cycling H2O2, phenol red/HRP absorbance; 100% = 100 µM peroxide control, 0% = buffer; activation, % at 10 µM;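 active means activation of at least 50% relative to the plate's high and low controls in the primary single-dose screen; inactive means activation below 50%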;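 further: compound incubated with DTT at 0.8 mM final as the reducing agent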
Lmaj promast – reduces viability of Leishmania major promastigotes. resazurin fluorescence viability. inhibition, % at 10 µM. 200,000 tested, 9% active. AID 1063; in the data active means inhibition above about 50%;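 further: promastigotes grown with compound for 44 hours at 28 °C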
TR-FRET SRC-2 ct – counter-screen for PPARgamma SRC-2 recruitment agonists: TR-FRET artefact; stronger effect = higher value; TR-FRET ratio at 8 µM; 200,000 tested, 0.4% active; in the data active means TR-FRET ratio above about 2000; further: inactives centre near 1500; reference of the scale not given here
RAM inhibit – blocks the yeast RAM network; S. cerevisiae dse1pr::URA3 reporter, 5-FOA growth OD615, 2 d; analog-sensitive cbk1-as2 kinase mutant strain; inhibition, % at 50 µM; 190,000 tested, 1.8% active; AID 868;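 active means inhibition above a set limit, 3 SD over mean compound inhibition, cut at about 8.4% in these data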;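 further: 0% = DMSO-only wells with no growth and 100% = 10 µM 1-NA-PP1 full growth; inhibition rescues growth on 5-FOA so higher OD means more RAM inhibition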
PPARg SRC2 recr – promotes SRC-2 coactivator recruitment by human PPARgamma; 200,000 tested, 0.34% active; AID 1032; activation, % at 8 µM; PPARgamma LBD-SRC-2 recruitment, biochemical; P37231; in the data active means activation above about 22%;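 further: 0% = vehicle and 100% = reference agonist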
S1P3 antag – blocks the human S1P3 receptor. 170,000 tested, 0.27% active. inhibition, % at 4.98 µM. Q99500. CHO S1P3 NFAT-BLA reporter, FRET fluorescence, antagonist mode;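 active means inhibition above the plate cutoff, the mean inhibition of test wells on that plate plus 3 SD, cut at about 28% in these data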;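 further: cells challenged with S1P at its EC80 of 0.8 µM; blue over green emission ratio from cleaved BLA substrate after 4 h stimulation; 0% = S1P-stimulated wells and 100% = unstimulated DMSO-only wells; some compounds past the cut are filed as inactive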
Target sequence (Q99500 whole entry, looked up): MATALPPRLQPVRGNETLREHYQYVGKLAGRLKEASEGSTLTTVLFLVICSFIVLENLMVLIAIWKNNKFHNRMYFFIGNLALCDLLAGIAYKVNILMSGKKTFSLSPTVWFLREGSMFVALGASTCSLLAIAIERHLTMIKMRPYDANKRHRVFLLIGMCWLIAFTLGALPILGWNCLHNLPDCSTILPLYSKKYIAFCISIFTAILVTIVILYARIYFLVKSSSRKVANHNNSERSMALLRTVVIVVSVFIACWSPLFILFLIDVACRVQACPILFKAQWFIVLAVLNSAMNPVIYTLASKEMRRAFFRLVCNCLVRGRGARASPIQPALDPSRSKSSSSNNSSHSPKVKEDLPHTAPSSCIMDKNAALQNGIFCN
PPARg SRC1 recr – agonists of human PPARgamma SRC-1 coactivator recruitment; PPARgamma-SRC-1 coactivator recruitment biochemical assay; 200,000 tested, 0.41% active; activation, % at 8 µM; in the data active means activation above about 19%;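 further: 0% = DMSO and 100% = reference agonist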
bIAP inhibitor – blocks bovine intestinal alkaline phosphatase activity; AID 1019; 190,000 tested, under 10 active; purified bovine IAP, CDP-star luminescence, 30 min; inhibition, % at 20 µM;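 active means over 50% inhibition of intestinal alkaline phosphatase at 20 µM in the single-dose screen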
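Assay system – bovine IAP enzyme · Quantity – bovine IAP at 1/65,000,000 final dilution · Detection – CDP-star luminescence signal · Times – 30 min reaction at room temperature · Also added – CDP-star substrate at 30 µM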
HMGR II inh – blocks class II HMG-CoA reductase of Enterococcus faecalis | 190,000 tested, 0.41% active | purified E. faecalis HMGR, NADPH absorbance 340 nm kinetic | inhibition, % at 10 µM | AID 1066;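 active means inhibition above a set limit, the median over all tested compounds plus 3 SD, cut at about 9.5% in these data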;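 further: enzyme runs in reverse so mevalonate oxidation gives rising NADPH absorbance; 0% = complete reaction with DMSO and 100% = background rate lacking mevalonate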
* = called active by the depositor; · = no result given.

SMILES	ROMK primary	PPARg SRC-3 ag	DTT redox prof	Lmaj promast	TR-FRET SRC-2 ct	RAM inhibit	PPARg SRC2 recr	S1P3 antag	PPARg SRC1 recr	bIAP inhibitor	HMGR II inh
O=C(CN(Cc1cccs1)C(=O)CSc1nnc(COc2ccccc2)o1)NC1CCCCC1	-2.5	8	-1.0	10	1757	6.3	10	·	2	13	-1
CCN(CC)C(=S)SCC(=O)c1ccc(F)cc1	·	-7	1.5	78*	1547	-1.2	-4	·	-1	36	0
O=C(COc1ccccc1F)NNC(=O)c1ccc(N2CCCCC2)c([N+](=O)[O-])c1	-0.26	2	-0.5	-1	1663	0.5	11	3	0	-3	-5
C=CCn1c(SCC(=O)NC2CCCc3ccccc32)nnc1-c1ccncc1 (stereo not drawn)	0.079	0	0.4	45	1647	1.0	0	0	-1	0	-1
O=C(c1ccc2c(c1)OCO2)N1CCN(c2ccccn2)CC1	-0.026	-8	-0.3	0	1383	1.5	-1	-15	-4	0	-1
Cc1oc2cc3c(C(=O)N4CCN(c5ccccc5)CC4)c(C)oc3cc2c1C(=O)N1CCN(c2ccccc2)CC1	0.085	8	0.2	-4	1469	·	4	·	7	·	·
CSc1ncc(CN2CCCC(C(=O)c3ccc(C(C)(C)C)cc3)C2)cn1 (stereo not drawn)	-0.086	6	1.2	88*	1757	-0.5	11	-2	5	0	-3
Cc1ccc(NC(=O)CCC(=O)OCC(=O)c2ccc(Oc3ccc([N+](=O)[O-])cc3)cc2)c(C)c1	·	2	0.5	-4	1662	4.5	10	·	7	12	-2
COc1cc(C(=O)NCCC(=O)NCCCN2CCCCC2C)cc(OC)c1OC (stereo not drawn)	0.37	11	0.5	-1	1603	-1.0	5	2	14	11	3
Cc1cc(CNC(=O)Cc2ccccc2)c2ccccc2n1	·	2	-0.4	2	1608	0.5	-3	-22	6	7	6
COc1ccc(CNS(=O)(=O)NCc2ccc(C)cc2)cc1	·	1	0.2	-2	1280	1.6	-2	-8	-6	-15	-4
CC(=O)Nc1ccc(S(=O)(=O)N2CCCN(S(=O)(=O)c3ccc(NC(C)=O)cc3)CC2)cc1	·	3	1.9	-3	1272	0.6	2	-2	0	7	-7
COc1nc(OC)nc(Oc2ccc(Cl)cc2[N+](=O)[O-])n1	1.3	2	-0.3	-6	1510	-0.1	-3	7	0	7	-5
CCC1=NC(c2ccc(OC)cc2)N(O)C1(C)C (stereo not drawn)	0.12	4	0.3	-5	1582	0.1	10	·	3	12	-8
COC(=O)c1[nH]c2ccc(C)cc2c1NC(=O)C(C)N1CCN(C2CCCCC2)CC1 (stereo not drawn)	·	-2	2.0	37	1341	-0.5	5	-19	-1	0	1
COc1ccc(-c2csc(NC(=O)CSc3ccc(Br)cc3)n2)c(OC)c1	·	3	0.6	26	1546	2.2	0	-3	9	11	4
CC(=O)c1cnc(-c2ccccc2)s1	-0.71	-1	-0.6	-6	1442	0.8	-3	-22	-4	-13	-10
Cc1ccc(C(C)C)c(OCC(=O)Nc2ccc3c(c2)nc(CN2CCCC2)n3C)c1	-1.9	-10	0.3	30	1334	1.5	-5	·	-12	-42	-5
O=C(c1ccco1)N1CCN(c2ncnc3c(-c4ccccc4)nsc23)CC1	·	4	1.1	-7	1609	2.3	4	27	8	6	0
Cc1cc(NCCN2CCOCC2)c2ccc3ccccc3c2n1	-0.46	2	-0.1	14	1534	1.2	4	-1	1	-17	0

Results in Lmaj promast and PPARg SRC1 recr, for five of the compounds above:
Molecule	Lmaj promast	PPARg SRC1 recr
CC(=O)Nc1ccc(S(=O)(=O)N2CCCN(S(=O)(=O)c3ccc(NC(C)=O)cc3)CC2)cc1	-3	0
COC(=O)c1[nH]c2ccc(C)cc2c1NC(=O)C(C)N1CCN(C2CCCCC2)CC1 (stereo not drawn)	37	-1
CCC1=NC(c2ccc(OC)cc2)N(O)C1(C)C (stereo not drawn)	-5	3
COc1nc(OC)nc(Oc2ccc(Cl)cc2[N+](=O)[O-])n1	-6	0
Cc1ccc(C(C)C)c(OCC(=O)Nc2ccc3c(c2)nc(CN2CCCC2)n3C)c1	30	-12

Further records.
SMILES	ROMK primary	PPARg SRC-3 ag	DTT redox prof	Lmaj promast	TR-FRET SRC-2 ct	RAM inhibit	PPARg SRC2 recr	S1P3 antag	PPARg SRC1 recr	bIAP inhibitor	HMGR II inh
COc1ccc(OC2C(=O)N(Cc3ccc(F)cc3)C2c2cc(OC)c(OC)c(OC)c2)cc1 (stereo not drawn)	·	2	0.0	-1	1620	1.6	-1	-8	5	3	-2
O=C(CN1C(=O)c2ccccc2C1=O)N1CCN(c2nnc(-c3ccccc3)c3ccccc23)CC1	·	-3	-1.0	-6	1504	3.3	1	9	3	6	-8
CCOC(=O)C(C(=O)Nc1nc2ccccc2s1)C1CCCCC1 (stereo not drawn)	·	2	0.8	85*	1657	5.9	8	·	7	8	-4
O=C(C1CCN(S(=O)(=O)c2cnc[nH]2)CC1)N(CCc1ccccc1)Cc1ccccc1	-0.93	-1	-1.6	-6	1667	1.1	5	7	5	-39	-3
COc1ccccc1C(=O)Nc1nc(-c2ccc(S(=O)(=O)N3CCOCC3)cc2)cs1	-1	7	0.0	23	1620	3.0	7	·	9	-7	5
C#CC(C)(CC)NC(=O)c1cc(OC)c(OC)c(OC)c1 (stereo not drawn)	·	1	-0.2	3	1366	1.2	7	6	4	0	-5
CCCCOC(=O)Cn1c(=N)n(CCC)c2ccccc21	·	4	0.5	3	1796	1.2	9	2	7	12	1
COCCOc1cc(Nc2nnc(C(F)(F)F)s2)c(Cl)cc1Cl	0.36	12	0.1	63*	1807	3.3	18	·	2	-4	3
Cc1ccc(C)c(C(=O)COC(=O)c2cc([N+](=O)[O-])ccc2NCCO)c1	·	-2	0.4	3	1614	13*	0	21	5	25	-3
Cc1cccc(NS(=O)(=O)c2cccs2)n1	·	-6	2.2	-5	1369	-0.7	-5	-19	-4	8	-3
CC(C)CC(=O)Nc1ccc(C(=O)Cn2c(=O)oc3ccccc32)cc1	0.36	3	0.4	12	1546	3.2	4	-7	15	-5	-3
O=C(COC(=O)c1n[nH]c2ccccc12)NC(=O)NCc1ccco1	0.067	1	-0.5	24	1510	1.9	-6	5	3	-7	-2
CSc1nc(NCc2ccccc2)c2c3c(sc2n1)CN(C)CC3	·	13	3.6	35	1597	0.1	3	·	14	-4	0
CC1CCCN(CC(O)COC(c2ccccc2)c2ccccc2)C1 (stereo not drawn)	-1.9	1	-0.8	99*	1644	0.7	5	-10	8	-4	1
O=C1c2cccc3cc(Br)cc(c23)C(=O)N1Nc1ccccc1	·	0	-5.3	11	1547	2.2	10	·	0	6	-1
COc1ccc(CNCCCO)cc1OC	·	-4	1.4	-3	1608	2.6	11	·	5	15	-6
O=c1c(-c2cnn(-c3ccccc3)c2)coc2cc(O)ccc12	0.54	-4	-0.6	96*	1293	-1.7	0	-12	2	-27	-1
Nc1nc(CSc2nc3ccccc3[nH]2)nc(N2CCOCC2)n1	·	3	2.1	6	1519	0.3	0	-1	-2	5	-2
CC1=NN(C(=O)c2ccccc2Cl)C(O)(c2cccnc2)C1 (stereo not drawn)	0.25	-2	-0.2	-1	1435	1.8	0	-10	-6	-11	0
CCOc1ccc(C(=O)NNC2CC(=O)N(CCc3ccccc3)C2=O)cc1OC (stereo not drawn)	0.88	3	·	63*	1694	0.7	9	-10	-1	12	-2
COc1ccccc1C(O)(c1ccccc1)C(CN1CCOCC1)c1ccccc1 (stereo not drawn)	-0.43	1	-0.1	39	1521	0.0	-4	3	-7	-4	-6
CCn1c(C)csc1=NC(=O)c1ccccc1O	·	-2	0.0	22	1178	-1.2	-5	-34	-2	8	5
COc1ccc(NC(=O)c2csc(Cc3ccc(Cl)cc3)n2)cc1	-0.7	1	-1.3	-8	1429	11*	1	-13	13	16	3
CCOc1cc2[nH]c(=S)n(CCC(=O)N3CCc4ccccc4C3)c(=O)c2cc1OCC	·	4	1.9	-4	1733	3.2	1	·	-6	-8	0
O=C(NCCCN1CCOCC1)c1cc(-c2cccs2)on1	·	-4	-2.4	2	1769	0.5	3	0	9	8	-2
Cc1ccc2nc(NC(=O)C3CCN(S(=O)(=O)c4cccnc4)CC3)sc2c1	·	7	-0.3	36	1627	2.3	13	·	2	3	1
Cc1ccc(Cn2ccc(NC(=O)c3cc(-c4ccco4)on3)n2)cc1	0.12	10	0.2	10	1416	3.4	6	-11	-4	17	0
CCc1ccc(NC(=O)N2CCN(c3ccccc3)CC2)cc1	-0.27	2	0.8	25	1639	-1.1	-3	-10	1	-4	7
CC(=O)Nc1ccc(S(=O)(=O)CCC#N)cc1	·	4	0.2	-6	1499	0.5	5	-17	2	-24	2
Cc1ccc(O)c(NC(=O)c2cccc(NC(=O)c3ccco3)c2)c1	0.036	2	0.0	98*	1509	1.9	6	·	6	14	-4
Cc1cc(S(=O)(=O)N(Cc2ccc(C(C)C)cc2)CC2CCCO2)ccc1-n1cnnn1 (stereo not drawn)	-1.6	-5	-0.1	0	1360	5.8	2	·	-6	5	1
O=C(N/N=C/c1ccncc1)c1cccc(NC(=O)c2ccccc2Cl)c1	-0.58	2	0.4	62*	1488	0.5	-6	-1	-8	13	-1
CCc1ccc(-c2nc(CCl)cs2)cc1	·	1	0.3	-1	1541	-0.9	2	-21	1	10	-6
O=C(COC(=O)c1cc(S(=O)(=O)N2CCCCC2)ccc1N1CCOCC1)NC1CCS(=O)(=O)C1 (stereo not drawn)	-0.89	2	0.4	-6	1530	1.0	-4	-15	12	-2	14*
CCN(CC)S(=O)(=O)c1cccc(C(=O)OCc2cc(=O)n3nc(C)sc3n2)c1	·	-5	-0.2	25	1443	3.3	-4	-43	4	8	3
O=C(Nc1cccnc1)c1ccc(N2CCCC2)c([N+](=O)[O-])c1	0.87	3	-0.9	-3	1539	0.1	14	8	-1	10	-14
Cc1oc(-c2ccccc2Cl)nc1CN(C)C(C)c1ccon1 (stereo not drawn)	-0.016	-3	-1.6	20	1569	0.6	0	-8	-1	2	-7
CCN(CC(=O)NCc1cccs1)C(=O)CCc1c[nH]c2ccccc12	0.017	4	-1.0	-2	1536	1.1	12	-4	8	4	3
COc1cc2c(C(=O)NCc3ccccn3)cn(CC(C)C)c(=O)c2cc1OC	·	-1	-1.2	-8	1528	1.0	-4	-37	0	-11	-1
Cc1ccc(N2C(=O)CC(Sc3ccccc3C(=O)O)C2=O)c([N+](=O)[O-])c1 (stereo not drawn)	0.067	2	-0.2	-5	1648	0.1	-2	0	-4	-6	2
CCc1ccc(Nc2ccc(C(N)=O)cc2[N+](=O)[O-])cc1	-0.93	4	-0.1	5	1654	6.5	1	-10	0	1	1
Cc1cc(OCC(=O)N(C)C)c2c(-c3ccccc3)cc(=O)oc2c1	·	12	-0.3	33	1538	1.6	-9	7	11	12	1

Screens deposited in PubChem by several laboratories.
